Screening data deposited in PubChem BioAssay by several laboratories.
NR1D1 modulator: modulators of Rev-erb alpha DNA binding, primary screen, biochemical, FITC-DNA, fluorescence polarization, uHTS; Nuclear receptor subfamily 1 group D member 1 (Homo sapiens), P20393; Rev-erbα–FITC-DNA binding, 90 min; activity, % at 10 µM; hit rate 0.79% among 370,000;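 active = activity above about 14%, limit read from the data; passing the limit was not always enough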;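 note: 0% = DMSO wells with 35 nM protein and 100% = DMSO wells with 750 nM protein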
rCAG RNA binder: binders of r(CAG) RNA repeats, primary screen, biochemical, fluorescence; r(CAG) RNA repeat, TO-PRO-1 dye displacement fluorescence; inhibition, % at 3 µM; AID 651821, 2012; hit rate 1.3% among 370,000;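 active = inhibition above the plate cutoff, the mean of all test compounds on that plate plus 3 SD, cut at about 35% in these data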;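 note: 0% = DMSO alone and 100% = 100 µM mitoxantrone as full dye displacement; higher means more dye released from RNA so lower well fluorescence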
HTRA1 inh: HTRA1 serine protease inhibitors, primary screen, biochemical, fluorescence polarization, HTS. Q92743. recombinant HTRA1, FP-rhodamine activity-based probe. inhibition, % at 5.96 µM. hit rate 0.5% among 340,000; in the data active = inhibition above about 36%;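 note: 0% = enzyme with DMSO and 100% = wells lacking enzyme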
LEDGF integ inh: blockers of LEDGF/p75-dependent integrase strand transfer – biochemical, TR-FRET, high throughput, primary screen | inhibition, % at 3.7 µM | AID 743269, 2014 | TR-FRET IN-LEDGF/p75 DNA integration, Eu/Cy5 | HIV-1 integrase (with human LEDGF/p75) | hit rate 0.64% among 370,000;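 active = inhibition above the screen-wide mean plus 3 SD, cut at about 13% in these data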;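 note: signal is the Cy5 over europium emission ratio at 671 and 618 nm; 0% = plate median of compound wells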
mABHD4 FP: ABHD4 inhibitors, primary screen, biochemical, fluorescence polarization, mouse | hit rate 0.54% among 370,000 | inhibition, % at 8.92 µM | purified mABHD4, FP-Rh probe fluorescence polarization | AID 720543, 2013;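 active = inhibition exceeding the mean over every tested compound plus 3 SD, cut at about 30% in these data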;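 note: 0% = plate median of compound wells and 100% = S159A mutant with DMSO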
Target sequence (Q8VD66 whole entry, looked up): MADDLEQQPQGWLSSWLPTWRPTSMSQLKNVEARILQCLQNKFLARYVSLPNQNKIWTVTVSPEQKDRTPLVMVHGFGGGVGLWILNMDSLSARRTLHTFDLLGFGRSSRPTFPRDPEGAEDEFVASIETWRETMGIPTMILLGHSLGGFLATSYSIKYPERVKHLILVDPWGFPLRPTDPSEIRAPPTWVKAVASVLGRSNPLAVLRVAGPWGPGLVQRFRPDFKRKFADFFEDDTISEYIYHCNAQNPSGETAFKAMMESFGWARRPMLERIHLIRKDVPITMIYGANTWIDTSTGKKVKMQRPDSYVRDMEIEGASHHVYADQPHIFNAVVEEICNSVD
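system = mouse ABHD4 enzyme, wild type | medium = HEPES pH 7.0, NaCl, Pluronic buffer | also added = FP-Rh probe | incubation = Enzyme–compound pre-incubation 45 min, then probe 60 min, both 25 °C | technique = fluorescence polarization, excitation 525 nm, emission 598 nm, BODIPY TMR filters | controls = S159A mutant high control, sample median low control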
PG9 binder: binders of HIV-1 gp120 antibody PG9, primary screen, biochemical, TR-FRET; HIV-1 gp120 / PG9 antibody interaction; TR-FRET gp120-PG9 antibody binding; inhibition, % at 6.7 µM; hit rate 0.43% among 360,000; AID 624416, 2012; in the data active = inhibition above about 8.5%
MBD2 DNA inh: inhibitors of MBD2 binding to methylated DNA, primary screen, biochemical, TR-FRET, DNA-binding domain, human; MBD2 binding to methylated oligonucleotide; inhibition, % at 4.4 µM; hit rate 0.31% among 370,000; AID 686964, 2013; in the data active = inhibition above about 13%
Target sequence (Q9UBB5 whole entry, looked up, the tested form may be a part): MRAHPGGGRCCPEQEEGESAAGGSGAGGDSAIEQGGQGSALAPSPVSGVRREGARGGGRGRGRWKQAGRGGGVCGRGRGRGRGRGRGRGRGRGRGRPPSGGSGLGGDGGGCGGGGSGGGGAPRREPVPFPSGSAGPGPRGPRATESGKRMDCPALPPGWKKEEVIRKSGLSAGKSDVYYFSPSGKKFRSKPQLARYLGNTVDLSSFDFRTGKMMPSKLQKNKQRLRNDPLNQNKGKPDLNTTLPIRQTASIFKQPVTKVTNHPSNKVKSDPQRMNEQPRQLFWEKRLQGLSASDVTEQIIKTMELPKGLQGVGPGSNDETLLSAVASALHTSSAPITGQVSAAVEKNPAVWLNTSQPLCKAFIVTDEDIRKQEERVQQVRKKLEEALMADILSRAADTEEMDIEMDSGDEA
TCR CD3 inh: inhibitors of human TCR-CD3 interaction, primary screen, biochemical, fluorescence, TAMRA-labeled TCR probe; T-cell receptor (TCR); inhibition, % at 9.4 µM; hit rate 0.37% among 360,000; in the data active = inhibition above about 19%;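 note: recombinant mutant TCR 2C K166C tagged with TAMRA read by polarization; 0% = receptor in buffer alone and 100% = receptor with positive control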
UHRF1 MBD2 ctr: UHRF1 methylated DNA binding inhibitors, primary screen, counter-screen for MBD2 inhibitor project, biochemical, TR-FRET, human UHRF1, single concentration; E3 ubiquitin-protein ligase UHRF1 (Homo sapiens), Q96T88; UHRF1 binding to methylated oligo; inhibition, % at 4.4 µM; hit rate 0.75% among 370,000; AID 687016, 2013; in the data active = inhibition above about 21%;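 note: UHRF1 SRA domain binding a hemimethylated CpG hairpin DNA probe; 0% = median of test compound wells and 100% = reference inhibitor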
PRMT1 FP inh: PRMT1 methyltransferase inhibitors, primary screen, biochemical, fluorescence polarization; inhibition, % at 2.79 µM; recombinant PRMT1, activity-based probe fluorescence polarization; hit rate 1.3% among 370,000;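 active = inhibition above about 21% made by adding two undisclosed values, limit read from the data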
Target sequence (Q99873 whole entry, looked up): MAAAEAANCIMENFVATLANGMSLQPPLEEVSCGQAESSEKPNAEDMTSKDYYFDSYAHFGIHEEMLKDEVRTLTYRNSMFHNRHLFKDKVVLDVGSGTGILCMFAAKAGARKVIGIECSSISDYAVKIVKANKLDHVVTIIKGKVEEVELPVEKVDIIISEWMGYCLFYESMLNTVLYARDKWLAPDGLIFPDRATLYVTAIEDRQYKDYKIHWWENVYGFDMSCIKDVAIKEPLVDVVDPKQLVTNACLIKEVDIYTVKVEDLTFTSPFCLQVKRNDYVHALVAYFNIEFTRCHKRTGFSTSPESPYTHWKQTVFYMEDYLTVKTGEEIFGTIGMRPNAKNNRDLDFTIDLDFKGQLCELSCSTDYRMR
* hit, by the source's call; x = not tested or not shown. Only part of the results is shown; count on the stated rates, not on these rows.

| SMILES | NR1D1 modulator | rCAG RNA binder | HTRA1 inh | LEDGF integ inh | mABHD4 FP | PG9 binder | MBD2 DNA inh | TCR CD3 inh | UHRF1 MBD2 ctr | PRMT1 FP inh |
| --- | --- | --- | --- | --- | --- | --- | --- | --- | --- | --- |
| C[C@H]1CN([C@@H](C)CO)C(=O)c2cc(Br)cnc2O[C@@H]1CN(C)S(C)(=O)=O | -2 | 1 | -1 | -4 | -1 | 0.9 | -3 | -2 | 4 | 5 |
| CC1CCCC(C)N1CC(O)COCc1ccccc1 (configuration not stated) | 3 | 2 | 5 | -3 | -4 | -1.5 | 0 | 0 | 0 | 2 |
| O=C(Nc1ccc(N2CCOCC2)cc1)c1cc(F)c(F)cc1Cl | 3 | 0 | 9 | -1 | -2 | -3.2 | 1 | 6 | 1 | -1 |
| COc1ccc(NC(=S)N/N=C/c2cccn2Cc2ccc(F)cc2Cl)cc1 | 6 | 8 | -10 | 4 | 5 | -1.1 | 5 | -1 | -4 | 0 |
| CC(=O)c1ccccc1OC(=O)COc1ccc([N+](=O)[O-])cc1 | -2 | 1 | 2 | 2 | 8 | -0.2 | -4 | 5 | -1 | -1 |
| COc1ccccc1C(=O)Nc1cc2cc(Cl)ccc2oc1=O | 7 | 6 | -1 | 1 | -2 | 0.3 | -3 | -1 | 0 | -3 |
| CCCCN(CC)Cc1c(O)ccc2c(-c3ccccc3)cc(=O)oc12 | 1 | -7 | 0 | 3 | 1 | 1.0 | 5 | -9 | 0 | 0 |
| COc1ccc2cc(CN(CC3CCCO3)S(=O)(=O)c3ccccc3Cl)c(=O)[nH]c2c1 (configuration not stated) | 0 | -3 | 1 | -3 | 2 | 0.1 | 3 | 3 | 3 | -2 |
| CC1CC(=O)Nc2ccccc2N1 (configuration not stated) | 5 | 2 | 3 | -4 | -1 | -1.7 | 0 | 4 | -1 | -1 |
| CCOC(=O)CSc1nc2ccccc2c(=O)n1C | 0 | 0 | -3 | 1 | 4 | 1.7 | 0 | -4 | 2 | -2 |
| O=C(/C=C/c1ccc(Br)cc1)N1CCN(Cc2ccccc2)CC1 | -1 | -7 | -15 | 0 | 1 | -3.7 | -2 | 3 | 2 | -3 |
| Cc1ccc(CCNS(=O)(=O)c2ccc3c(c2)C(C)(C)C(=O)N3C)cc1 | -6 | 5 | -5 | 4 | -2 | 0.5 | -5 | -7 | 1 | -6 |

Complete entries, looked up by structure.
Listed for `COc1ccccc1C(=O)Nc1cc2cc(Cl)ccc2oc1=O` → NR1D1 modulator: 7; rCAG RNA binder: 6; HTRA1 inh: -1; LEDGF integ inh: 1; mABHD4 FP: -2; PG9 binder: 0.3; MBD2 DNA inh: -3; TCR CD3 inh: -1; UHRF1 MBD2 ctr: 0; PRMT1 FP inh: -3
Listed for `O=C(Nc1ccc(N2CCOCC2)cc1)c1cc(F)c(F)cc1Cl` → NR1D1 modulator: 3; rCAG RNA binder: 0; HTRA1 inh: 9; LEDGF integ inh: -1; mABHD4 FP: -2; PG9 binder: -3.2; MBD2 DNA inh: 1; TCR CD3 inh: 6; UHRF1 MBD2 ctr: 1; PRMT1 FP inh: -1

Following part.
| SMILES | NR1D1 modulator | rCAG RNA binder | HTRA1 inh | LEDGF integ inh | mABHD4 FP | PG9 binder | MBD2 DNA inh | TCR CD3 inh | UHRF1 MBD2 ctr | PRMT1 FP inh |
| --- | --- | --- | --- | --- | --- | --- | --- | --- | --- | --- |
| Cc1ccc(-n2ncc3c(=O)n(CC(=O)N(C)C)cnc32)cc1 | 2 | 0 | 7 | -5 | -1 | -1.2 | 2 | 2 | 5 | -2 |
| COc1ccc(NC(=O)CN(c2ccc([N+](=O)[O-])cc2)S(=O)(=O)c2ccccc2)cc1 | 10 | 5 | -10 | 0 | -2 | -2.5 | 2 | 3 | 10 | 0 |
| CCCCn1c(N)c(N(CC(C)C)C(=O)c2ccc(OC)c(S(=O)(=O)N3CCOCC3)c2)c(=O)[nH]c1=O | -4 | 3 | 2 | 1 | 6 | -0.7 | 1 | 1 | 6 | 1 |
| Cc1ccc(C2C(C(=O)c3cc4ccccc4o3)=C(O)C(=O)N2CCN(C)C)o1 (configuration not stated) | -5 | 0 | 5 | 2 | 10 | 4.4 | -4 | 8 | -2 | 3 |
| Clc1ccc2ncc(-c3nnnn3-c3ccccc3)c(-c3ccccc3)c2c1 | 2 | -4 | -9 | 1 | -2 | 0.8 | 3 | -1 | -2 | -4 |
| CC(=O)Nc1ccc(NC(=O)COc2ccc(S(=O)(=O)N3CCCC3)cc2C)cc1 | -1 | 0 | 1 | 3 | 0 | -0.7 | -3 | 2 | -1 | -3 |
| Cc1cc(Nc2cccc([N+](=O)[O-])c2)c2cccc(C)c2n1 | 1 | 0 | x | -7 | 4 | -1.1 | 2 | -7 | 3 | 5 |
| O=C(c1ccc(Cl)c(S(=O)(=O)N2CCOCC2)c1)N1CCc2ccccc2C1 | -4 | -1 | -3 | 9 | -5 | -2.0 | -6 | -4 | 1 | -1 |
| O=C(CC[C@H]1O[C@@H](n2cnc3c(NC(=O)c4ccccc4)ncnc32)[C@H](O)[C@@H]1O)NCCCN1CCCC1=O | 1 | 0 | x | -1 | -1 | -1.2 | 0 | 6 | -1 | -1 |
| Cn1nnnc1SCCNCc1ccccc1OCc1ccccc1Cl | 2 | -7 | -8 | -5 | 4 | 0.3 | 4 | -3 | 6 | 2 |
| Cc1nn(C)cc1CNC(=O)CCC(=O)O | -1 | 0 | -1 | -7 | 3 | -2.0 | 4 | 2 | 9 | 0 |
| O=C(COc1ncnc2ccccc12)Nc1ccccc1[N+](=O)[O-] | 0 | 0 | 3 | 2 | -9 | -2.9 | 4 | 1 | 3 | -3 |
| COCCNC(=O)C1CCCN(c2nn3c(=O)cc(C)nc3s2)C1 (configuration not stated) | 5 | 1 | 2 | 1 | 2 | 1.1 | 1 | 5 | -1 | -2 |
| O=C(OCc1nc(-c2ccccc2Cl)no1)c1ccco1 | 3 | 3 | 2 | -5 | -2 | 2.1 | 0 | -9 | 0 | 2 |
| CCc1nc2c(OCc3ccc(F)c(F)c3)cccn2c1N(C)C(=O)CC(C)C | -7 | -1 | x | 0 | -6 | -1.9 | -2 | -1 | 0 | -1 |
| O=C(Nc1ccsc1C(=O)O)c1cccc(C(F)(F)F)c1 | 0 | 12 | -12 | -7 | -9 | -2.9 | 3 | -7 | 2 | 2 |
| COc1ccc2nc(C)c(C(N)=O)cc2c1 | -5 | -2 | 2 | -6 | 5 | -0.8 | -4 | -6 | 3 | 6 |
| CCCN(CC(=O)Nc1ccc(F)c(F)c1F)CC(=O)Nc1c(Cl)cccc1Cl | 3 | -7 | -10 | 0 | -7 | -3.5 | 1 | 3 | 0 | 3 |
| Cc1ccc(Cn2c(=O)n(Cc3ccco3)c(=O)c3ccccc32)cc1 | 22 | -4 | -3 | 0 | 0 | 8.3 | -2 | 2 | 1 | 1 |
| O=C(Nc1ccc(Cl)cc1)c1cccs1 | 0 | 0 | -13 | 0 | -12 | -1.8 | 0 | 3 | 4 | 1 |
| NC(=O)c1oc2ccccc2c1NC(=O)C1COc2ccccc2O1 (configuration not stated) | 5 | 1 | -2 | -2 | 2 | -0.6 | 3 | 4 | -2 | -3 |
| CCN(CC)C1CCN(C(=O)CCc2nnc(CCc3ccccc3)o2)C1 (configuration not stated) | 4 | -4 | -2 | 4 | 0 | 1.1 | -1 | 1 | 1 | -6 |
| Cc1noc(C)c1S(=O)(=O)Nc1ccccc1Cl | -7 | -1 | 4 | -3 | -1 | 1.1 | -6 | -8 | -2 | 0 |
| CC1=C(C)CC(C(=O)Nc2nc(-c3ccc(C)cc3C)c(C)s2)C(C(=O)O)C1 (configuration not stated) | -8 | 54* | -9 | 25* | 5 | 0.4 | -4 | 8 | -1 | -3 |
| CC(=O)Nc1ccc(S(=O)(=O)N2CCN(Cc3csc(C)n3)CC2)cc1 | -4 | -2 | 4 | -5 | 1 | -2.9 | -1 | -6 | 2 | 3 |
| COc1ccc(C(=O)NCCc2cc3c(OC)ccc(OC)c3[nH]c2=O)cc1OC | 0 | -6 | 0 | 0 | 5 | -2.3 | 0 | -5 | -2 | 0 |
| Cc1cc(C)cc(OCC(=O)OCC(=O)Nc2cc(S(=O)(=O)N3CCOCC3)ccc2C)c1 | -5 | 2 | -2 | 2 | 3 | -0.1 | -2 | 6 | 2 | 1 |
| Cc1cccc(NC(=O)c2cc(NC(=O)c3ccccc3)ccc2N2CCCCC2)c1 | 34* | 5 | 0 | -2 | 9 | 1.2 | 2 | 8 | -3 | -4 |
| COc1cc(-c2cc(C(=O)Nc3cc(S(=O)(=O)N4CCOCC4)ccc3O)c3ccccc3n2)cc(OC)c1OC | 3 | 72* | -2 | -2 | -2 | 0.1 | -10 | 1 | 1 | 0 |
| CCCOc1ccccc1Nc1nnc(C)c(=O)[nH]1 | 5 | -3 | 3 | 6 | -1 | 2.6 | -5 | 1 | 3 | 2 |
| COc1ccc(C(=O)c2ccccc2)cc1Br | 2 | -3 | -10 | 2 | -1 | 1.0 | -4 | -5 | -1 | -3 |
| CNCC[C@H](Oc1ccc(C(F)(F)F)cc1)c1ccccc1 | -4 | 9 | 3 | -1 | 4 | 0.1 | 4 | 3 | 1 | 2 |
| CC(C)(C)NC(=O)N1CCCC(C(=O)c2cccc(Cl)c2)C1 (configuration not stated) | -2 | 0 | 0 | 2 | 0 | -2.4 | 4 | 4 | -1 | 3 |
| COc1ccc(C(=O)N/C(=C/c2ccc(Cl)cc2)C(=O)Nc2ccc(C(=O)O)cc2)cc1 | -1 | 46* | -6 | -2 | -19 | -1.1 | 2 | -1 | 1 | 2 |
| Cc1cccn2cc(CNS(=O)(=O)c3cccc(F)c3)nc12 | 0 | 1 | 0 | 0 | -2 | 2.4 | 4 | 0 | -1 | -1 |
| C=CCNC(=O)c1ccc(C)c(Br)c1 | 2 | -2 | -1 | 2 | 5 | -1.1 | -4 | 0 | 2 | 1 |
| N#Cc1c(-c2ccco2)nc(SCc2ccc(F)cc2)[nH]c1=O | -4 | 50* | -38 | 0 | -11 | 33* | -1 | 6 | 5 | 4 |
| COC(=O)C1=C(C)NC(=O)/C1=C\c1ccco1 | -1 | 1 | 7 | 4 | 6 | -3.8 | -5 | 5 | -2 | 9 |
| O=C(NCc1ccco1)C1CCCN(S(=O)(=O)c2ccc(-n3cnnn3)cc2)C1 (configuration not stated) | -1 | 20 | 1 | -3 | 0 | 0.6 | 0 | -2 | -1 | 4 |
| Nc1ccc(-c2nc3ccc(N)cc3s2)cc1 | -10 | 4 | 6 | -2 | 6 | 1.4 | -1 | 7 | -8 | -1 |
| COC(=O)c1ccccc1S(=O)(=O)NNC(=O)Nc1ccccc1 | 1 | 2 | 2 | -3 | 5 | -0.4 | 4 | -2 | 4 | 4 |
| Cc1ccc(C(=O)NCC(c2ccco2)N2CCc3ccccc3C2)cc1 (configuration not stated) | -4 | 1 | -17 | 1 | 4 | 0.5 | 0 | 0 | -2 | 1 |
| CCOC(=O)c1[nH]c2cc3c(cc2c1NC(=O)CN1CCC2(CC1)OCCO2)OCO3 | 8 | -4 | 4 | -1 | 5 | 0.2 | 0 | 3 | -2 | -1 |
